High-throughput results deposited in PubChem BioAssay by several laboratories.
BAP1 block = inhibitors of BAP1 deubiquitinase, primary screen, biochemical, Ub-AMC fluorescence, kinetic | Ubiquitin carboxyl-terminal hydrolase BAP1 (Homo sapiens), Q92560 | recombinant BAP1, Ub-AMC hydrolysis fluorescence kinetic; stronger effect = lower value | activity remaining (% of control), % at 20 µM | 72,000 compounds, 0.48% hits | AID 436, 2006;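 active means activity remaining at or below 50% of control, provided the compound also passes the data quality filters; inactive means the rest, including low values that fail the filters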;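 further: 100% = DMSO wells rate and 0% = substrate alone blank rate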
Target sequence (Q92560 whole entry, looked up): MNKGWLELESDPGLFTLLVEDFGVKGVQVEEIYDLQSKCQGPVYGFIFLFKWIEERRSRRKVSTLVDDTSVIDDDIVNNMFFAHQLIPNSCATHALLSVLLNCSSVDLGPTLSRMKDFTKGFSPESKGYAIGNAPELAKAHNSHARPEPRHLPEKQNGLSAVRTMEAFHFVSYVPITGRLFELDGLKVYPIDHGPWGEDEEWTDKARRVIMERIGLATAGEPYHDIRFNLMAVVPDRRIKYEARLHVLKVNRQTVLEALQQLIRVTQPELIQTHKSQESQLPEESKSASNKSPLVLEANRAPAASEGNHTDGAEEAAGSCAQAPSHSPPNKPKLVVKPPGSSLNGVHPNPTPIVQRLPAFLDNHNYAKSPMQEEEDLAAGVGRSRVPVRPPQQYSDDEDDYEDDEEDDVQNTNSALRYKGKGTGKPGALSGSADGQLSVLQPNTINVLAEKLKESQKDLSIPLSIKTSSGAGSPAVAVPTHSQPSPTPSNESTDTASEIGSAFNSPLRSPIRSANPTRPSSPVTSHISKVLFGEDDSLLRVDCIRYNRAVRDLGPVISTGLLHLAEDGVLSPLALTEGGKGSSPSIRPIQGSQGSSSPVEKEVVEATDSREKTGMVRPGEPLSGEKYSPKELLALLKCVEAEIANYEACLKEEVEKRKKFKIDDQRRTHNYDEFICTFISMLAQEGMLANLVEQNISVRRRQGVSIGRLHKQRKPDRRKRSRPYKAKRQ
HePTP inhibitor = inhibitors of human HePTP phosphatase, primary screen, biochemical, absorbance, leukemia target; recombinant HePTP phosphatase activity, OD absorbance; 110,000 compounds, 0.64% hits; inhibition, % at 20 µM; AID 521, 2006; in the data active means inhibition above about 50%;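 further: plate controls were vehicle for no effect and reference inhibitor for full effect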
Target sequence (P35236 whole entry, looked up): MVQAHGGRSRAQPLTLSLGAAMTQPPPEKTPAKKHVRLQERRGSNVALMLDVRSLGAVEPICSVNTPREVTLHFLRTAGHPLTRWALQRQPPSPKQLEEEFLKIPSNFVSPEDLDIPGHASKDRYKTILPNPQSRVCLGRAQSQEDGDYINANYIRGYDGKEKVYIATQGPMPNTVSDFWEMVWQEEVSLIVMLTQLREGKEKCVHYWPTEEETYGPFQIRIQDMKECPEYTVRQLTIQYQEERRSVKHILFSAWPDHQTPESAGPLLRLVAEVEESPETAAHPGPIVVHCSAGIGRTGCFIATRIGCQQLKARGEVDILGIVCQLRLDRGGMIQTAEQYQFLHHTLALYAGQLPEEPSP
Active calls of the source: *; x = no result given; & = joins results of further samples.

nr | HePTP inhibitor | BAP1 block | canonical_smiles
1 | 7 | x | COc1ccc(OC)c(C2C3=C(Nc4c2c(=O)n(C)c(=O)n4C)c2ccccc2C3=O)c1 (stereo not given)
2 | -4 | x | CC1=CC(C)(C)N(C(N)=S)c2cc(C)ccc21
3 | 1 | 68 | Cc1cc(C)nc(Nc2n[nH]c(COc3ccc(Cl)cc3)n2)n1
4 | 6 | 99 | O=C(CCS(=O)(=O)c1ccccc1)Nc1nc(-c2ccccn2)cs1
5 | 0 | 142 | Cc1ccc(OCC(O)CNS(=O)(=O)c2ccccc2C(=O)O)cc1 (stereo not given)
6 | 5 | x | COc1ccccc1C(=O)N1CCN(C(=O)COc2ccc(Cl)cc2)CC1
7 | -4&-1 | 111 | COc1ccc(C2Nc3ccccc3C(=O)N2Cc2ccco2)cc1COc1ccc(NC(C)=O)cc1 (stereo not given)
8 | 9 | 84 | O=C(O)CCSc1nnc(-c2ccncc2)n1-c1ccccc1
9 | -8 | x | CC(C)Oc1ccc(/C=C(/NC(=O)c2ccccc2)C(=O)Nc2ccccc2)cc1
10 | 5 | 120 | O=C(Nc1nc(-c2ccc(Cl)s2)cs1)c1cccs1
11 | 8 | 98 | CCOC(=O)C(N)CSC1CC(=O)N(c2ccc(C(=O)OC)cc2)C1=O (stereo not given)
12 | 8 | x | Cc1cc(=O)n(-c2ccc([N+](=O)[O-])cc2)[nH]1
13 | -16 | x | CCN(CC)CCCCOc1ccc(OC)cc1
14 | -8 | 97 | Nc1nc(SCC(=O)N2CCc3ccccc3C2)[nH]c(=O)c1-c1ccccc1
15 | 3 | 88 | CCOC(=O)N1CCC(N2CC34C=CC(O3)C(C(=O)Nc3ccc(C(C)C)cc3)C4C2=O)CC1 (stereo not given)
16 | 4 | 87 | CCC1(C)OC(=O)N2CCc3c(C)[nH]c4c(C)ccc(c34)C21C (stereo not given)
17 | -8 | x | CC(C)(C)c1ccc(S(=O)(=O)Nc2ccc(Cl)cc2)cc1
18 | 8 | x | CCOC(=O)CSc1nc(-c2cccs2)nc2c1c(=O)n(C)c(=O)n2C
19 | 7 | 104 | Cc1cc(S(=O)(=O)NCc2ccco2)c(C)s1
20 | 4 | 159 | CCOC(=O)N1CCN(C(=O)CCCn2c(=S)[nH]c3ccccc3c2=O)CC1

Additional structures:
nr | HePTP inhibitor | BAP1 block | canonical_smiles
21 | -15 | x | CC(=O)Nc1ccccc1NC(=O)c1ccccc1Cl
22 | 4 | 137 | COC(=O)/C=c1/s/c(=C(/C#N)C(=O)N2CCOCC2)n(-c2ccccc2)c1=O
23 | 5 | 78 | NC(=O)c1sc(=S)n(-c2ccc(Br)cc2)c1N
24 | -12 | 86 | O=C(CN(Cc1ccc2c(c1)OCO2)C(=O)CNS(=O)(=O)c1ccccc1)NCC1CCCO1 (stereo not given)
25 | -3 | 99 | O=C(Oc1cccnc1)c1ccc(Cl)cc1
26 | 6 | x | CCC(c1ccccc1)c1nnc(NC(=O)Nc2cccc(Cl)c2)s1 (stereo not given)
27 | -3 | 75 | CC1=C(C(=O)OCCc2ccccc2)C(c2cc([N+](=O)[O-])ccc2Cl)CC(=O)N1 (stereo not given)
28 | -2 | 144 | CCOc1cc(S(=O)(=O)NCCc2ccccc2C)c(OCC)cc1-n1cnnn1
29 | 6 | x | CCN(CC)S(=O)(=O)c1ccc(NC(=O)CCc2ccccc2)cc1
30 | -6 | 107 | Clc1ccc(Br)cc1-c1nc(-c2cccnc2)no1
31 | 3 | x | CC(=O)c1cccc(N=Cc2cc(Br)cc(Br)c2O)c1
32 | x | 108 | CCOc1ccc(CCNC(=O)CN(C)S(=O)(=O)c2ccc3c(c2)CCC(=O)N3)cc1OCC
33 | -7 | x | c1ccc(-n2nnnc2SCc2cccc(CSc3nnnn3-c3ccccc3)n2)cc1
34 | 2 | x | NS(=O)(=O)c1ccc(N/C=C/C(=O)c2ccco2)cc1
35 | 5 | 86 | CCN(CC)C(=O)C1CCCN(c2ncnc3c2cnn3-c2cccc(C)c2)C1 (stereo not given)
36 | -3 | x | Nc1ccc2nc(-c3cccc(Cl)c3)oc2c1
37 | -22 | 54 | CCc1nnc(NC(=O)c2ccc(COc3ccc(C)cc3)o2)s1
38 | -12 | x | CCOc1ccc2[nH]c(=O)c(C(c3nnnn3Cc3ccco3)N3CCC(C)CC3)cc2c1 (stereo not given)
39 | 8 | 94 | Cc1cccc(Cn2c(Sc3nc(C)cs3)nc3c2c(=O)[nH]c(=O)n3C)c1
40 | -7 | x | O=C(c1cc(Cl)ccc1Cl)N1CCN(c2ccccc2)CC1

Additional records follow.
nr | HePTP inhibitor | BAP1 block | canonical_smiles
41 | 0 | 101 | COc1ccc(N(CC(=O)O)S(=O)(=O)c2ccc(OC)c(OC)c2)cc1
42 | x | 52 | O=c1[nH]cnc2ccccc12
43 | 2 | x | O=C(Nc1ccc(OC(F)(F)F)cc1)c1cccc(Br)c1
44 | 6 | 87 | CCN1C(=O)/C(=C\N2CCCCCC2)SC1=S
45 | 10 | 79 | CCOC(=O)C1CCN(CC(=O)Nc2c(C(=O)OC)[nH]c3ccccc23)CC1
46 | 6 | x | COc1ccc(/C=C2\SC(N3CCCC3)=NC2=O)cc1OC
47 | -5 | x | COc1ccc(S(=O)(=O)N(CC(=O)N[C@@H]2CCCC[C@H]2O)c2ccc(C)cc2)cc1OC
48 | 9 | 117 | COc1ccc2c(CC(=O)Nc3nnc(C4CC4)s3)coc2c1
49 | -6 | x | O=C(N/N=C/c1ccco1)c1ccccn1
50 | 3 | x | O=C(Nc1ccc(Cl)cc1Cl)c1ccccc1F
51 | -5 | x | CC(C)Oc1ccc2c(-c3ccccc3)cc(=O)oc2c1
52 | 4 | x | C(#CCSc1nc2ccccc2[nH]1)CSc1nc2ccccc2[nH]1
53 | -17 | x | COc1ccc(OC)c(/C=N/NC(=O)Cn2cnc3ccccc32)c1
54 | 6 | x | CC(=O)C1=C(O)C(=O)N(CCN2CCNCC2)C1c1ccc(C)cc1 (stereo not given)
55 | -6 | x | COCCOC(=O)c1c(C)oc2ccc(OCC(=O)c3ccc(Br)cc3)cc12
56 | 6 | x | Cc1c(C(=O)NN)c2cc(O)ccc2n1CCO
57 | 8 | 110 | CCN(CC)S(=O)(=O)c1ccc(NC(=O)c2ccc(NS(C)(=O)=O)cc2)cc1
58 | 2 | 93 | O=C(c1cc2c(s1)CCCC2)N1CCN(C(=O)C2CCCO2)CC1 (stereo not given)
59 | 1 | 97 | COc1ccccc1N(C)S(=O)(=O)c1ccc(C(=O)OCC(=O)NCc2ccco2)cc1
60 | 8 | x | Cc1ccc[n+](CC(=O)c2ccc(N3C(=O)c4ccccc4C3=O)cc2)c1

(next part)
nr | HePTP inhibitor | BAP1 block | canonical_smiles
61 | -13 | x | NC(=O)C1C(=O)Oc2ccccc2C1=O (stereo not given)
62 | 4 | 90 | CNC(=O)Cn1ncc2c(C)n(Cc3ccc(C)cc3)c(C)c2c1=O
63 | 10 | 65 | O=c1c2ccccc2sc2nc(C3CCCCC3)n(Cc3ccco3)c(=O)c12
64 | 15 | 80 | CC(C)(C)c1cc(CN(CCO)CCO)cc(C(C)(C)C)c1O
65 | 7 | 94 | CCOC(=O)N1CCN(Cc2nc3c(c(=O)[nH]c(=O)n3C)n2Cc2ccccc2C)CC1
66 | -18 | x | CCOC(=O)c1sc2c(c1NC(=O)c1ccc3c(c1)OCCO3)CCCC2
67 | 0 | x | O=C1c2ccccc2NC(c2ccc(F)cc2)N1c1ccccc1 (stereo not given)
68 | 3 | 88 | Cc1ccc(-n2ncc3c(N4CCC5(CC4)OCCO5)ncnc32)c(C)c1
69 | 1 | 103 | COc1ccc(OC)c(Nc2cc(C)nc3ccccc23)c1
70 | -8 | 75 | O=S(=O)(c1ccc(S(=O)(=O)n2cnc3ccccc32)cc1)N1CCCCCC1
71 | 9 | 95 | Cn1c2c(c(=O)n(C)c1=O)C(NC(=O)C(C)(C)C)(C(F)(F)F)C(=O)N2 (stereo not given)
72 | -7 | x | COc1ccc(/C(N)=N/OC(=O)c2ccccc2I)cc1
73 | 8 | x | CCCc1[nH]nc2c1C(c1ccc(OC)cc1OC)C(C#N)=C(N)O2 (stereo not given)
74 | -2 | x | O=C(Nc1ccccc1[N+](=O)[O-])c1ccc(Br)o1
75 | 11 | x | Cc1cc(C(F)(F)F)nn1CC(=O)Nc1sc2c(c1C(N)=O)CCC(C)C2 (stereo not given)
76 | 8 | 74 | CCOC(=O)C1=C(C)NC(=O)NC1c1ccc2c(c1)OCO2 (stereo not given)
77 | -9 | x | CCC(C)NC(=O)CN(c1ccc(Oc2ccccc2)cc1)S(C)(=O)=O (stereo not given)
78 | 6&-18 | 106 | C(=N\c1nc2ccccc2n1CCN1CCOCC1)/c1cccs1
79 | 8 | x | COc1ccccc1/C=C1\C(=O)NC(=S)N(c2ccc(Br)cc2)C1=O
80 | 5 | 114 | CCCN1Cc2cccc(C(=O)Nc3ccc(N4CCN(CC)CC4)cc3)c2C1=O

Entries of single compounds as entered above. Order of values: HePTP inhibitor	BAP1 block
CCCN1Cc2cccc(C(=O)Nc3ccc(N4CCN(CC)CC4)cc3)c2C1=O across the screens: 5	114
Cn1c2c(c(=O)n(C)c1=O)C(NC(=O)C(C)(C)C)(C(F)(F)F)C(=O)N2 (stereo not given) across the screens: 9	95

Next part.
nr | HePTP inhibitor | BAP1 block | canonical_smiles
81 | 7 | x | CC(C)CN1C(=O)/C(=C/c2ccc(F)cc2)SC1=S
82 | -18 | x | O=C(Nc1cc(Oc2ccccc2)cc([N+](=O)[O-])c1)c1ccco1
83 | x | 84 | O=C1OC(=NC2CCCCC2)c2cccc3cccc1c23
84 | 9 | 89 | COC(=O)Nc1ccc(S(=O)(=O)Nc2ccccc2F)cc1
85 | 10 | x | S=c1nc(-c2ccccc2)n(CCCN2CCOCC2)c2c1CCCC2
86 | -10 | x | CCC(C)c1ccc(NC(=O)c2cc(Br)ccc2OC)c(O)c1 (stereo not given)
87 | -10 | x | COc1ccc2c(c1)-c1c(ssc1=S)C(C)(C)N2C(=O)c1ccc(OC)c(OC)c1
88 | 7 | x | CCOc1ccc2c(C)cc(=O)oc2c1I
89 | 10 | x | COc1cc(NC(=O)c2c(-c3ccccc3Cl)noc2C)c(OC)cc1Cl
90 | 12 | x | Cc1ccc(/C=C/C(=O)Nc2ccc(F)cc2)o1
91 | 7 | 73 | Cc1nc(N2CCN(C(c3ccccc3)c3ccccc3)CC2)nc2c1C(=O)CCC2
92 | -4&-2 | 105 | Cc1ccc(C(=O)Nc2ccc3c(c2)OCO3)o1
93 | 7 | x | CCOC(=O)c1c(-c2ccccc2)oc2ccc(OC(=O)C(C)(C)C)cc12
94 | 8 | x | O=C(Nc1cccc(Cl)c1)c1cccc(NC(=S)Nc2ccccc2)c1
95 | -10 | x | O=C(Nc1ccc(S(=O)(=O)N2CCOCC2)cc1)c1ccccc1Cl
96 | 4 | 52 | CCN(CC)CCn1c2ccccc2c2cnc(N=CN(C)C)c(C#N)c21
97 | -15 | x | COc1ccc(/C=C2/C=C(c3ccccc3)OC2=O)cc1
98 | 1 | x | CCOc1cc(C(=O)Nc2cccc(NC(=O)c3ccco3)c2)cc(OCC)c1OCC
99 | x | 137 | O=c1nc2n(-c3cccc(Cl)c3)c3cccc(Cl)c3cc-2c(=O)[nH]1
100 | 10 | 77 | Cc1ccccc1OCC(=O)Nc1ccc(N2CCN(S(C)(=O)=O)CC2)cc1

(next part)
nr | HePTP inhibitor | BAP1 block | canonical_smiles
101 | -4 | 102 | Cn1c(C(=O)NCCCN2CCCCC2)cc2sccc21
102 | 4 | 100 | Cc1n[nH]c(=O)nc1NCCN(C)C
103 | 3 | x | COc1ccc(NC(=S)N2CCC(O)(c3cccc(C(F)(F)F)c3)CC2)cc1
104 | -4&5 | 110 | Fc1ccc(CSc2nc3ncccc3[nH]2)cc1
105 | 6 | 96 | Cc1ccc(-n2c(C)nc3c(cnn3-c3ccc(F)cc3)c2=O)cc1C
106 | 7 | 84 | COc1ccc(N2C(=O)C3C(C2=O)C2C=CC3C23CC3)c(OC)c1 (stereo not given)
107 | 7 | x | NNC(=Nc1ccccc1)c1ccccn1
108 | 1 | x | CCN(CC)c1ccc(NC(=O)c2cc(I)ccc2Cl)cc1
109 | 3 | 120 | O=C(NCCCN1CCOCC1)c1csc2c1CCCC2
110 | -4 | x | CC1(C)CC(NC(=O)/C=C/c2ccccc2)CC(C)(C)N1
111 | 20 | x | COc1ccc(CC(=O)Nc2ccc(-c3nc4cc(C)ccc4o3)c(O)c2)cc1OC

Structures from the list above that contain two or more sulfur atoms, in the order listed:
nr | HePTP inhibitor | BAP1 block | canonical_smiles
4 | 6 | 99 | O=C(CCS(=O)(=O)c1ccccc1)Nc1nc(-c2ccccn2)cs1
10 | 5 | 120 | O=C(Nc1nc(-c2ccc(Cl)s2)cs1)c1cccs1
18 | 8 | x | CCOC(=O)CSc1nc(-c2cccs2)nc2c1c(=O)n(C)c(=O)n2C
19 | 7 | 104 | Cc1cc(S(=O)(=O)NCc2ccco2)c(C)s1
23 | 5 | 78 | NC(=O)c1sc(=S)n(-c2ccc(Br)cc2)c1N
33 | -7 | x | c1ccc(-n2nnnc2SCc2cccc(CSc3nnnn3-c3ccccc3)n2)cc1
39 | 8 | 94 | Cc1cccc(Cn2c(Sc3nc(C)cs3)nc3c2c(=O)[nH]c(=O)n3C)c1
44 | 6 | 87 | CCN1C(=O)/C(=C\N2CCCCCC2)SC1=S
52 | 4 | x | C(#CCSc1nc2ccccc2[nH]1)CSc1nc2ccccc2[nH]1
57 | 8 | 110 | CCN(CC)S(=O)(=O)c1ccc(NC(=O)c2ccc(NS(C)(=O)=O)cc2)cc1
70 | -8 | 75 | O=S(=O)(c1ccc(S(=O)(=O)n2cnc3ccccc32)cc1)N1CCCCCC1
81 | 7 | x | CC(C)CN1C(=O)/C(=C/c2ccc(F)cc2)SC1=S
87 | -10 | x | COc1ccc2c(c1)-c1c(ssc1=S)C(C)(C)N2C(=O)c1ccc(OC)c(OC)c1
